Compound activity deposited in PubChem by several laboratories.
KCNQ1 block = blocks the human KCNQ1 potassium channel; P51787; CHO-K1 KCNQ1, FluxOR thallium flux fluorescence; hits give high values; B-score at 10 µM; hit rate 1.3% among 310,000; AID 2642;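 active = compounds whose thallium flux B-score, printed positive for inhibition, exceeds three library SD while starting fluorescence stays within three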;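 also: channel opened by potassium depolarization with thallium stimulus after 20 min compound exposure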
TMEM16A act = activates or potentiates the mouse TMEM16A chloride channel. HEK293 TMEM16A/YFP-H148Q/I152L, iodide quench fluorescence; hits give low values. Q8BHY3. B-score at 10 µM. AID 623877. hit rate 0.3% among 340,000;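 active = fluorescence-ratio B-score plate-corrected deviation score at least 3 library SD below zero, with starting fluorescence score within 5 deviations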;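 also: channel opened by trigger with iodide after compound preincubation; score built on the fluorescence ratio of max minus min over baseline; more negative score means more quench and so TMEM16A activation or potentiation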
TRPC4 act = opens the mouse TRPC4 cation channel; B-score at 10 µM; Q9QUQ5; hit rate 0.49% among 310,000; AID 2237; HEK293 TRPC4beta/mu-opioid, Fluo4 calcium fluorescence; hits give high values;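 active = B-score above 5 SD of library B-scores, and initial fluorescence ratio not above library mean plus 5 SD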;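 also: positive B-score marks a calcium rise read as TRPC4 activation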
Target sequence (Q9QUQ5 whole entry, looked up): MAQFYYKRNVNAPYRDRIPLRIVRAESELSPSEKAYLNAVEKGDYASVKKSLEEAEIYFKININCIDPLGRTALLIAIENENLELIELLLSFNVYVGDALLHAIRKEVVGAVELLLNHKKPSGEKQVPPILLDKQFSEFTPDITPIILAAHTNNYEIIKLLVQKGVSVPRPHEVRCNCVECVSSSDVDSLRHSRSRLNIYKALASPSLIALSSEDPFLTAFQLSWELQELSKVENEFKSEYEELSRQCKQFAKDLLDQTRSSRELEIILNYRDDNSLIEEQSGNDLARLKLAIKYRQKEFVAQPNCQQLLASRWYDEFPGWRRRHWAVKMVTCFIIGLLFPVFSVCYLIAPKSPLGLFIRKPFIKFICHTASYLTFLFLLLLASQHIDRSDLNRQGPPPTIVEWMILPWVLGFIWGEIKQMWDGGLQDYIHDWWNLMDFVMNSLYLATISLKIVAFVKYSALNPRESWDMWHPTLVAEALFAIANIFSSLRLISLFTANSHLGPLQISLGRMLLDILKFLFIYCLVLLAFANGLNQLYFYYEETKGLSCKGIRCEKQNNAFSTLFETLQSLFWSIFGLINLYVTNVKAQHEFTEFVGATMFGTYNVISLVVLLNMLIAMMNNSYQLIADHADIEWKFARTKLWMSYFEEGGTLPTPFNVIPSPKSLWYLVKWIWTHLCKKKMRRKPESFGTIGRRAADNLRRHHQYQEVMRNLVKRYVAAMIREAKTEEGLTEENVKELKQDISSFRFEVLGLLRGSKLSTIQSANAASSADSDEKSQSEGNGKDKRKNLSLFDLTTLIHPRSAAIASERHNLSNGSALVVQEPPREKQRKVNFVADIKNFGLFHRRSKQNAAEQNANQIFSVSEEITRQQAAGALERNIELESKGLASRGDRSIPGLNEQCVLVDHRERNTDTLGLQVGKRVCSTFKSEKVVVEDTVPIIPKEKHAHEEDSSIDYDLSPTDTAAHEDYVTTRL
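Assay system: HEK293 stable line with TRPC4beta plus mu-opioid receptor. Times: dye 45 min RT, read 110 s. Measured by: kinetic Fluo4 calcium fluorescence. Measure: B score of integrated ratio. Controls: assay buffer as low control, maximal DAMGO as high control.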
Dyrk1A ADPGlo = blocks rat Dyrk1A kinase activity | ADP-Glo luminescence, NFATc1 peptide | inhibition, % at 12.5 µM | hit rate 0.43% among 310,000; in the data active = inhibition above about 50%;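 also: plate controls were vehicle with enzyme for no effect and no enzyme for full effect; many of its hits are not listed in these tables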
TMEM16A inh = blocks the mouse calcium-activated chloride channel TMEM16A. Q8BHY3. HEK293 TMEM16A/YFP iodide influx fluorescence, ionomycin. normalized B-score (activity score, 25-100; higher = stronger inhibition) at 10 µM. hit rate 1.2% among 310,000;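 active = ratio plate-corrected score three or more library SD toward inhibition, starting fluorescence score within five deviations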;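 also: score derived from kinetic fluorescence span divided by baseline fluorescence per well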
hERG protect = hERG (human) protection from proarrhythmic block. CHO-hERG, FluxOR thallium flux, dofetilide IC70 present. activation (rescue from dofetilide block), less the hit threshold, % at 10 µM. hit rate 0.51% among 310,000. AID 1511;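 active = activation above the mean of controls blocked by dofetilide plus 5 SD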;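 also: thallium influx through hERG after potassium depolarization seen as dye fluorescence rise; in these data hits start at about 4.7%; inactives centre near -7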
KCNK9 block = human KCNK9 channel inhibition | Q9NPC2 | HEK293 KCNK9, FluxOR thallium flux fluorescence; hits give low values | B-score at 10 µM | hit rate 1.2% among 310,000;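 active = ratio B-score over 3 SD below the library mean, with starting fluorescence within 5 SD of its mean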;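 also: negative B-score means less thallium flux so channel inhibition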
KCNK3 inh = human KCNK3 channel inhibition, primary screen. O14649. CHO-KCNK3 thallium flux, FluxOR fluorescence; hits give low values. B-score at 10 µM. hit rate 0.84% among 340,000;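 active = B-score under library mean minus 4 SD, starting fluorescence ratio at most library mean plus 5 SD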;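 also: more negative B-score means stronger inhibition of thallium flux through KCNK3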
TRPC4 potent = allosterically enhances the mouse TRPC4 cation channel. HEK293 TRPC4beta/mu-opioid, DAMGO EC20, Fluo-4 Ca2+ flux; hits give high values. Q9QUQ5. B-score at 10 µM. AID 2227. hit rate 0.42% among 310,000;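 active = B-score of calcium response area above 5 SD of library B-scores, with initial fluorescence ratio within 5 SD of library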;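 also: B-score of integrated fluorescence ratio over time as area under calcium response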
HDAC3 inh = blocks human histone deacetylase 3. O15379. recombinant HDAC3, fluorogenic peptide/trypsin coupled, fluorescence. inhibition, % at 8.3 µM. hit rate 0.15% among 320,000. AID 2718; in the data active = inhibition above about 26%, passing the limit was not always enough
KCNQ1 pot = potentiates or activates the human KCNQ1 potassium channel | AID 2648 | CHO-K1 KCNQ1, thallium flux FluxOR fluorescence; hits give high values | P51787 | hit rate 0.35% among 310,000 | B-score at 10 µM;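 active = fluorescence ratio B-score, a plate-corrected score, at least three library SD, with initial intensity B-score within 5 SD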
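Assay system: CHO-K1 cells stably expressing KCNQ1; Medium: assay buffer with matched DMSO; Also added: K+/Tl+ depolarizing stimulus; Dosing: single dose; Timing: dye 90 min, compound 20 min, room temperature; Measured by: kinetic FluxOR thallium fluorescence, 10-s 1-Hz baseline, 110-s post-stimulus read; Read-out: peak-minus-minimum fluorescence over initial fluorescence, negative-control normalized, B-scored.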
* hit, by the source's call; i = inactive; · = no result given. Not all compounds are listed, so the mix of outcomes need not match the whole.

SMILES | hERG protect | TRPC4 act | KCNQ1 block | TRPC4 potent | KCNK9 block | KCNQ1 pot | Dyrk1A ADPGlo | HDAC3 inh | KCNK3 inh | TMEM16A inh | TMEM16A act
COc1ccc(CCN(Cc2cc3cc(C)ccc3[nH]c2=O)C(=O)N2CCCC2)cc1OC | -11 | i | i | i | i | i | 9 | 3 | i | i | i
NC(=O)/C(=C\c1ccccc1)NC(=O)c1ccc(NC(=O)c2ccccc2)cc1 | -8 | i | i | i | i | i | · | -4 | i | i | i
Cc1cccc(NC(=O)CCn2ccnc2C)c1 | 1 | i | i | i | i | i | -2 | 2 | i | i | i
Cc1cccc(NC(=O)c2cccc(C(F)(F)F)c2)c1 | -11 | i | i | i | i | i | 4 | 0 | i | i | i
N/N=C1\CCCc2nonc21 | -16 | i | i | i | i | i | -4 | 5 | i | i | i
CC1(OC(=O)C2CCCC2)C(=O)C=C2C=C(c3ccsc3)N(Cc3ccco3)C=C2C1=O (configuration not stated) | -10 | i | i | i | i | i | 2 | -4 | i | i | i
CCOC(=O)Cc1csc(NC(=O)CN2C(=O)c3ccccc3S2(=O)=O)n1 | · | · | · | · | · | · | -5 | -5 | i | i | i
COC(CN(C(=O)CCl)C(C(=O)NC1CCCCC1)c1ccccc1C)OC (configuration not stated) | -9 | i | i | i | i | i | 0 | 3 | i | i | i
COC(=O)[C@H](CC(C)C)NC(=O)Nc1ccc(F)cc1 | -9 | i | i | i | i | i | 0 | 3 | i | i | i
CC1=NN(c2ccccc2)C(=O)/C1=C/c1cccc(C)c1 | -5 | i | i | i | i | i | 2 | -1 | i | i | i
Cc1ccc(S(=O)(=O)NCCC(=O)NCc2ccco2)cc1 | -8 | i | i | i | i | i | -7 | -1 | i | i | i
O=S(=O)(Nc1ccc2ccccc2n1)c1ccc2c(c1)CCO2 | -5 | i | i | i | i | i | 0 | -1 | i | i | i
CSc1ccccc1NC(=O)COC(=O)Cc1cccs1 | -12 | i | i | i | i | i | 2 | 6 | i | i | i
CCN(CC#CCC1(O)c2ccccc2-c2ccccc21)C(C)C | -1 | i | i | i | i | i | 2 | -1 | i | i | i
COc1cccc(NC(=O)Cn2nc(Cc3cccnc3)c3ccccc3c2=O)c1 | -11 | i | i | i | i | i | 1 | -2 | i | i | i
C/C(=N\N1CCN(Cc2ccc(C)cc2)CC1)c1ccco1 | -9 | i | i | i | i | i | 1 | 6 | i | i | i
CN(C)c1ccc(N=Nc2ccccc2C(=O)OCC(=O)Nc2ccccc2C(F)(F)F)cc1 | -12 | i | 6* | i | i | i | 1 | · | i | · | i
S=C(NCc1cccs1)NCC1CCCO1 (configuration not stated) | -19 | i | i | i | i | i | 6 | · | i | · | i
CCC(=O)Nc1nnc(S(=O)(=O)N2CCCc3ccccc32)s1 | -7 | i | i | i | i | i | 4 | 2 | i | i | i
Cc1nnc(NC(=O)c2nn(CC(C)C)c(=O)c3ccccc23)s1 | -7 | i | i | i | i | i | · | 3 | i | i | i
O=C(NC(=S)NNC(=O)c1cnccn1)c1ccc(Cl)cc1 | -11 | i | i | i | i | i | -9 | -2 | i | i | i
Cc1ccccc1NC(=O)CC1(c2ccc(N(C)C)cc2)C(=O)c2ccccc2C1=O | -7 | i | i | i | i | i | -11 | 4 | i | i | i
Cc1csc(NC(=O)c2c(-c3ccccc3)noc2C)n1 | -13 | i | i | i | i | i | 3 | 3 | i | i | i
O=C(CCN1C(=O)/C(=C\c2ccccc2Cl)SC1=S)Nc1cccnc1 | -27 | i | i | i | i | i | -4 | 4 | i | i | i
CC(CCCC(C)(C)O)NCCO (configuration not stated) | -2 | i | i | i | i | i | -5 | 7 | i | i | i
COC(=O)C1CCN(c2ccc(C(N)=O)cc2[N+](=O)[O-])CC1 | -2 | i | i | i | i | i | -5 | 1 | i | i | i
O=C(Cc1ccccc1F)Nc1nc(-c2ccc(F)cc2)cs1 | -5 | i | i | i | i | i | 7 | 7 | -11* | 25* | i
CCS(=O)(=O)N1CCC(NC(=O)c2cc(OC)cc(OC)c2)CC1 | 4 | i | i | i | i | i | -3 | -5 | i | i | i
CNS(=O)(=O)c1ccc(N2CCCC2=O)c([N+](=O)[O-])c1 | -7 | i | i | i | i | i | -3 | -3 | i | i | i
CC(=O)c1cccc(N(CC(=O)NC2CCCCC2)C(=O)Cn2nnc(-c3ccccc3)n2)c1 | -1 | i | i | i | i | i | -1 | -9 | i | i | i
O=C(CCN1C(=O)C2C3C=CC(C4CC34)C2C1=O)Oc1ccc(Br)cc1 (configuration not stated) | -5 | i | i | i | i | i | -1 | 3 | i | i | i
Cc1ccc(OCC(=O)Sc2ccc(C)cc2)cc1 | -6 | i | i | i | i | i | 8 | 0 | i | i | i
O=C(Nc1ccc(C(O)(C(F)(F)F)C(F)(F)F)cc1)c1ccc(Cl)c([N+](=O)[O-])c1 | -50 | i | 6* | i | i | i | 5 | 14 | i | 100* | i
Cc1nn(-c2ccccc2)c(C)c1NC(=O)COC(=O)c1ccc(S(=O)(=O)C(F)F)cc1 | -11 | i | i | i | i | i | 1 | 0 | i | i | i
CC(C)c1onc(C(=O)NCc2ccccn2)c1[N+](=O)[O-] | -7 | i | i | i | i | i | -1 | 3 | i | i | i
COc1cc(C(=O)N(CCc2ccccc2)C2CC3CCC(C2)N3C)cc(OC)c1OC (configuration not stated) | -3 | i | i | i | i | i | -3 | 0 | i | i | i
CCOc1ccc(Cc2c(Cl)nc(SC)nc2N(C)C)cc1 | -10 | i | i | i | -7.6* | i | -3 | 5 | i | 25* | i
CCN(CC)c1ccc2c(c1)OC(N)=C(C#N)C2c1cccnc1 (configuration not stated) | -20 | i | i | i | i | i | -3 | 10 | i | i | i
COc1cc(-c2nc3n(n2)C(c2cccc(OC)c2OC)C2=C(CCCC2=O)N3)cc(OC)c1OC (configuration not stated) | -11 | i | i | i | i | i | 3 | -1 | i | i | i
Nc1ccc(OCc2ccco2)cc1 | -12 | i | i | i | i | i | -1 | 4 | i | i | i
CCCn1c(SCC(=O)/C(C#N)=C(\C)N)n[nH]c1=O | 0 | i | i | i | i | i | -6 | 1 | i | i | i
CCCN(CCC)S(=O)(=O)c1ccc(N2CCCC2=O)c([N+](=O)[O-])c1 | -9 | i | i | i | i | i | 6 | -3 | i | i | i
Cc1cc(C)cc(NC(=O)C2(c3ccccc3)CC2(Cl)Cl)c1 (configuration not stated) | -12 | i | i | i | i | i | -2 | 10 | i | 25* | i
O=C(O)c1ccc(NC(CSCc2cccc(F)c2)C(=O)O)c([N+](=O)[O-])c1 (configuration not stated) | -5 | i | i | i | i | i | · | 4 | i | i | i
CCN(CC)CCNC(=S)Nc1ccc2nc3n(c(=O)c2c1)CCCCC3 | -8 | i | i | i | i | i | 0 | -3 | i | i | i
CC1CN(CN2C(=O)c3ccccc3C2=O)CC(C)O1 (configuration not stated) | -9 | i | i | i | i | i | -3 | -11 | i | i | i
O=C(NCCSC1CCCCC1)c1ccccc1 | -4 | i | i | i | i | i | 4 | 2 | i | i | i
COc1ccccc1OCC(=O)N1CCNC1=O | -7 | i | i | i | i | i | 0 | 1 | i | i | i
Cc1cc(CNC(=O)C2(C(F)(F)F)CC(CCCO)CCCO2)nn1C (configuration not stated) | -3 | i | i | i | i | i | 1 | 3 | i | i | i
COc1ccc(N2C(=O)CCC(C(=O)O)C2c2ccc(OC)c(OC)c2)cc1 (configuration not stated) | -10 | i | i | i | i | i | 2 | -2 | i | i | i

Further entries follow:
SMILES | hERG protect | TRPC4 act | KCNQ1 block | TRPC4 potent | KCNK9 block | KCNQ1 pot | Dyrk1A ADPGlo | HDAC3 inh | KCNK3 inh | TMEM16A inh | TMEM16A act
O=C(NC(=O)N1CCCCCC1)c1ccccc1 | -2 | i | i | i | i | i | 8 | -5 | i | i | i
CCOc1cc(/C=C(/C#N)c2ccc(F)cc2)ccc1OCc1ccc(C(=O)O)o1 | -34 | i | i | i | i | i | -1 | 9 | i | i | i
CCOC(=O)C1CCCN(C(=O)c2cc(-c3ccccc3)on2)C1 (configuration not stated) | -2 | i | i | i | i | i | · | -1 | i | i | i
c1ccc(-c2onc(-c3ccco3)c2-c2ccc3[nH]ccc3c2)cc1 | -7 | i | i | i | i | i | -2 | -1 | i | i | i
CN(CCC#N)C(=O)COC(=O)c1ccccc1C(=O)c1ccc(Cl)c([N+](=O)[O-])c1 | -13 | i | i | i | i | i | 0 | 5 | i | i | i
CSCCC(NC(=O)c1cncc(Br)c1)C(=O)O (configuration not stated) | -9 | i | i | i | i | i | -1 | 5 | i | i | i
O=C(CS(=O)(=O)c1ccccc1)NCc1ccco1 | -7 | i | i | i | i | i | · | 1 | i | i | i
CC(=O)Nc1ccccc1C(=O)C(=O)Nc1ccc(C(=O)NCC2CCCO2)cc1 (configuration not stated) | -7 | i | i | i | i | i | -3 | -2 | i | i | i
CCOC(=O)N1CCC(NC(=O)c2ccc(CS(=O)(=O)c3ccc(OC)cc3)o2)CC1 | -12 | i | i | i | i | i | 10 | -1 | i | i | i
COCC1CCN(Cc2cn[nH]c2-c2cc3ccccc3o2)C1 (configuration not stated) | -12 | i | i | i | i | i | 4 | -4 | i | i | i
CCc1[nH]c(=O)c(C#N)c2c1CSC(C)(C)C2 | -15 | i | i | i | i | i | 5 | 10 | i | i | i
COc1ccc(N2CCN(C(=O)CN(c3cccc(OC)c3)S(=O)(=O)c3ccccc3)CC2)cc1 | -5 | i | i | i | i | i | -9 | 11 | i | i | i
CCn1cnc2c1c(=O)n(CC(=O)Nc1ccc(C(N)=O)cc1)c(=O)n2Cc1ccccc1 | -5 | i | i | i | i | i | 8 | -9 | i | i | i
O=C(N/N=C/c1cccc(O)c1)c1ccc(COc2cccc3cccnc23)cc1 | -4 | i | i | i | i | i | 2 | 10 | i | i | i
CCC(=O)Nc1cc(C(=O)O)ccc1Sc1ccccc1 | -12 | i | i | i | i | i | -2 | -2 | i | i | i
S=c1[nH]nc(-c2cccnc2)n1/N=C/c1cccs1 | -9 | i | i | i | i | i | 26 | -3 | i | i | i
